Pf growth 96h = P. falciparum growth inhibition at 96 hours | actives 6.9% (n = 320,000) | AID 504834 | P. falciparum luciferase reporter growth, 96 h | Potency, µM (titrated, usually from 28.7 µM), inactives show at the highest dose activity change, negative = inhibition, most hits filed as inhibitors
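Two parasite generations (96 h, 37 C, 5% CO2) of compound exposure in infected erythrocytes (0.05% parasitemia, 2% hematocrit). Luciferase-reporter P. falciparum; decreased luminescence indicates inhibited growth, aimed at apicoplast-acting delayed death.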
Pf growth 48h = inhibits P. falciparum growth in the first generation, 48 h | P. falciparum luciferase growth in erythrocytes, 48 h | Potency, µM (doses to about 28.7 µM), without a hit: at the highest dose activity change, negative = inhibition, hits mostly inhibitors | actives 5.9% (n = 310,000) | AID 504832
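A one-generation exposure of luciferase-tagged malaria parasites in RPMI 1640/Albumax erythrocyte culture, 37 C and 5% CO2. Inhibition is inferred from decreased luminescence after adding detection reagent.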
LmPK inhibitor = LmPK (Leishmania mexicana) enzyme inhibition; purified LmPK, Kinase-Glo ATP luminescence, 1 h; Potency, µM (doses to about 57.5 µM), inactives show at the highest dose activity change, negative = inhibition, usual class: inhibitors; actives 0.37% (n = 290,000); AID 1721
Target sequence (Q27686 whole entry, looked up): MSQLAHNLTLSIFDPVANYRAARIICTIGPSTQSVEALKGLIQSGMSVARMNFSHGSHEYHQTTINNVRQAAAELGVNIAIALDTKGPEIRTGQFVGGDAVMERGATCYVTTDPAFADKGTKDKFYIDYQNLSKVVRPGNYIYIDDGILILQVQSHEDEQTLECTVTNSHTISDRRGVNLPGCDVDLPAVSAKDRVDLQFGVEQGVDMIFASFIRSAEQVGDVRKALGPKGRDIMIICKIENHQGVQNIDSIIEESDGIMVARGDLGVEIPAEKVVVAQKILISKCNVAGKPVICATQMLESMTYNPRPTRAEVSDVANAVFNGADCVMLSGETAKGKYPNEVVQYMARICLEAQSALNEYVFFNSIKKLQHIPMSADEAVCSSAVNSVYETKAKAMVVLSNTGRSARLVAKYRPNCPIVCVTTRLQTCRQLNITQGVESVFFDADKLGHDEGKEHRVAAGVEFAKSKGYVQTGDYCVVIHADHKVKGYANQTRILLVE
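In 50 mM imidazole pH 7.2 with 7 mM MgCl2, LmPK (0.1 nM) turned over PEP (0.5 mM) and ADP (0.1 mM) for 1 h at room temperature. Luciferase read-out of ATP.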
Sm TGR block = inhibitors of Schistosoma mansoni thioredoxin glutathione reductase | purified TGR, DTNB reduction, TNB absorbance 405 nm | Potency, µM (doses to about 114 µM), inactives show at the top dose activity change, negative = inhibition, usual class: inhibitors | actives 3% (n = 360,000); also: nearly all actives have a fitted effect of over 60% in size
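Kinetic colorimetric format: TGR-catalysed, NADPH-driven DTNB reduction monitored via TNB absorbance. Enzyme dispensed at 20 nM; compound exposure 15 min at room temperature before reaction start.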
HCV inhibitor = HCV inhibition | Huh7.5.1 HCVcc-Cre infection, luciferase reporter, 44 h | Potency, µM (series often up to 41.8 µM), inactives show top-dose activity change, negative = inhibition, most hits filed as inhibitors | actives 3.4% (n = 340,000)
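HCVcc-Cre virus at an moi near 0.5 was added right after compound to cells cultured 4 h from seeding (1,000 cells/well). Luciferase activity was determined 44 h later, 15 min after substrate addition at RT.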
TbPYK inhibitor = blocks Trypanosoma brucei pyruvate kinase; TbPYK enzyme, Kinase-Glo Plus ATP luminescence, 45 min; Potency, µM (top dose mostly 76.8 µM), inactives show at the top dose activity, negative = inhibition, usual class: inhibitors; actives 0.12% (n = 410,000); AID 624173; also: nearly all actives have a fitted effect of over 50% in size
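In this concentration-response screen, enzyme-free wells defined baseline while DMSO plates tracked drift. Each reaction combined TbPYK, substrate, compound and 130 uM ADP for 45 min at room temperature. Kinase-Glo Plus luminescence gave the signal.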
The depositor's hits bear a star; u = inconclusive; x = no result given; [ ] = another dose, or the depositor's remark. Calls follow the shape of the dose curve; as a rule, active = well fitted curve in the direction sought with a large enough effect; inconclusive = small, poorly fitted or top-dose-only effect, or another doubt; inactive = no such curve, though single readings can be large; an effect the other way counts as inactive or inconclusive. % is scaled to controls: 0 for no effect and ±100 for the full control effect; potency is read from the fitted curve at half-maximal effect.

Every second line gives: LmPK inhibitor | Pf growth 96h | HCV inhibitor | Sm TGR block | Pf growth 48h | TbPYK inhibitor
1: C=CCn1c(SCC(=O)Nc2ccccc2C)nc2sc(C)c(C)c2c1=O
    -1.7% | u | -11.4% | -3.9% | u | -0.8%
2: O=C1[C@H]2[C@@H](c3ccc(F)cc3)N3C(=O)N(c4ccc(Br)cc4)C(=O)[C@@]3(Cc3ccccc3)[C@H]2C(=O)N1C1CCCCC1
    1.7% | 3.7µM* | 1.9% | -0.3% | 3.29µM* | 5.9%
3: CN(CCc1ccccn1)Cc1ccc(Cl)cc1
    2.8% | 3.5% | 8.9% | -10.1% | -1.2% | -0.1%
4: NS(=O)(=O)c1cccc(NC(=O)COC(=O)CCSc2ccccc2)c1
    2.4% | -2.9% | 5.9% | -0.1% | 6.4% | 0.3%
5: CC(C)OC(=O)c1cccc(C(=O)Nc2cccc(NC(=O)c3cccc(C(=O)OC(C)C)n3)n2)n1
    7.8% | -28.5% | -28.9% | -6.0% | -8.8% | -1.7%
6: CC(C)Cn1c(N)c(C(=O)COC(=O)Cc2cccs2)c(=O)n(C)c1=O
    -2.9% | 31.5%[activator] | 2.9% | -20.1% | 16.8% | -5.3%
7: CC1CCc2c(sc(NC(=S)NC(=O)c3ccccc3)c2C#N)C1 (centres undefined)
    9.6% | 51.3%[activator] | -4.6% | u | 16.7% | -13.4%
8: N#C/C(=C(/O)COc1ccc(Cl)cc1)c1nc2ccccc2s1
    -1.7% | 8.6% | 10.5% | -5.8% | 2.6% | 1.8%
9: S=C(Nc1ccccc1)Nc1nc2ccccc2n1CCOc1ccc(Cl)cc1
    -1.4% | 11.7µM* | 10µM* | -1.2% | 7.38µM* | -6.3%
10: CC(C)Oc1ccc(C(=O)NC2CCN(Cc3ccccc3)CC2)cc1
    -2.0% | -6.4% | u | 8.6% | 8.2% | 8.8%

One compound at a time, from the list above. Values in the order: LmPK inhibitor | Pf growth 96h | HCV inhibitor | Sm TGR block | Pf growth 48h | TbPYK inhibitor
CC(C)Cn1c(N)c(C(=O)COC(=O)Cc2cccs2)c(=O)n(C)c1=O across the screens: -2.9% | 31.5%[activator] | 2.9% | -20.1% | 16.8% | -5.3%
O=C1[C@H]2[C@@H](c3ccc(F)cc3)N3C(=O)N(c4ccc(Br)cc4)C(=O)[C@@]3(Cc3ccccc3)[C@H]2C(=O)N1C1CCCCC1 across the screens: 1.7% | 3.7µM* | 1.9% | -0.3% | 3.29µM* | 5.9%

New compounds follow.
Every second line gives: LmPK inhibitor | Pf growth 96h | HCV inhibitor | Sm TGR block | Pf growth 48h | TbPYK inhibitor
11: CCCCC(=O)Nc1nc(C)c(-c2csc(Nc3cc(Cl)ccc3OC)n2)s1
    -0.5% | 4.65µM* | -28.3% | 5.1% | 8.28µM* | 3.3%
12: COc1ccc(C(=O)NN(C)c2nc(C(F)(F)F)nc3ccccc23)cc1
    0.3% | u | -2.7% | 5.9% | u | -0.9%
13: O=C(NCc1cccs1)C(=O)NCC(c1ccco1)N1CCN(c2ccccc2F)CC1 (centres undefined)
    4.6% | u | 11.2µM* | 6.1% | -10.6% | 0.5%
14: N#CC1=C(N)Oc2cc(N)ccc2C1c1ccc(F)cc1 (centres undefined)
    1.4% | x | u | -7.9% | 6.1% | 8.0%
15: Cc1ccc(-c2cc(-c3ccccc3)cc(-c3ccccc3)[n+]2-c2ccccc2)cc1
    x | 0.329µM* | 6.31µM* | -1.0% | 0.37µM* | -2.7%
16: O=C(COc1ccccc1)N1CCN=C1SCc1ccccc1
    5.3% | u | 17.1% | -6.0% | -1.0% | -1.1%
17: Cc1cc(=O)c(C(=O)O)nn1-c1ccccc1F
    2.0% | 0.0% | 2.0% | 0.3% | 29.2% | 7.5%
18: CCOc1cc(/C=C2\C(=N)N3N=C(N4CCCCC4)SC3=NC2=O)ccc1OC(=O)c1ccco1
    -1.0% | u | 0.6% | -3.5% | 2.7% | 2.1%
19: Cc1ccc(NC(=O)/C(=C\C=C\c2ccccc2)NC(=O)c2ccccc2)cc1
    -0.8% | 37.6%[activator] | -27.2% | 4.9% | u | -5.1%
20: O=C(NC1CCCC1)C(c1ccncc1)N(CCCN1CCOCC1)C(=O)c1ccc(-c2ccccc2)[nH]1 (centres undefined)
    5.1% | -9.1% | 10.9% | u | u | 7.8%

The list goes on.
Every second line gives: LmPK inhibitor | Pf growth 96h | HCV inhibitor | Sm TGR block | Pf growth 48h | TbPYK inhibitor
21: CC1(C)C2CCC1(CS(=O)(=O)Nc1cccc(S(N)(=O)=O)c1)C(=O)C2 (centres undefined)
    2.5% | 54.5%[activator] | -4.1% | 3.7% | 33.4% | 3.8%
22: Cc1ccc(C)c(-c2cc(C(=O)Nc3cccc(C(=O)O)c3)c3ccccc3n2)c1
    0.3% | 94.0%[activator] | 1.8% | 3.2% | -18.6% | 4.1%
23: CN(C(=O)COC(=O)c1nc(Cl)ccc1Cl)c1ccccc1
    -10.1% | u | x | -2.7% | -2.9% | -11.0%
24: O=C(CNC(=S)N(Cc1ccccc1F)C1CCCCC1)NCCN1CCOCC1
    -5.9% | -23.5% | 9.1% | 8.7% | -2.9% | -8.0%
25: CCOC(=O)c1c(S(=O)(=O)Nc2cccc(Cl)c2)c(C)n(C)c1C
    -2.0% | 10.4µM* | -3.0% | -19.4% | -8.5% | 0.6%
26: CCOC(=O)c1cnc2c(cnn2C)c1NCCC#N
    2.5% | -3.2% | 0.5% | -7.1% | -9.2% | -3.6%
27: CCOc1ccc(NC(=O)Nc2ccc(N(C)C(C)=O)cc2)cc1
    -0.9% | 16.5µM* | u | 6.1% | -23.7% | 0.6%
28: N#CCC(=O)Nc1ccc(C(=O)NCc2ccccn2)cc1
    -6.8% | 13.5% | 12.5% | -11.4% | 0.0% | 4.2%
29: COc1cccc(Nc2nc(-c3ccc(O)cc3)cs2)c1
    0.5% | 75.1%[activator] | u | -20.8% | 70.5%[activator] | -6.7%
30: O=S(=O)(NC1CCCC1)c1ccc(Br)s1
    2.4% | 33.7% | 9.1% | -7.3% | 2.8% | -7.9%
31: COc1ccc(N2C(=O)/C(=C/c3ccc([N+](=O)[O-])cc3)N=C2C)c(OC)c1
    1.7% | u | u | -5.0% | 24.7% | 4.0%
32: Cc1ccc(NC(=O)COc2ccc(/C=C3/SC(=Nc4ccccc4)N(Cc4cccnc4)C3=O)cc2)cc1
    5.1% | u | -0.6% | 0.0% | x | -4.6%

Molecules shown so far that have a cyano group (5):
Every second line gives: LmPK inhibitor | Pf growth 96h | HCV inhibitor | Sm TGR block | Pf growth 48h | TbPYK inhibitor
7: CC1CCc2c(sc(NC(=S)NC(=O)c3ccccc3)c2C#N)C1 (centres undefined)
    9.6% | 51.3%[activator] | -4.6% | u | 16.7% | -13.4%
8: N#C/C(=C(/O)COc1ccc(Cl)cc1)c1nc2ccccc2s1
    -1.7% | 8.6% | 10.5% | -5.8% | 2.6% | 1.8%
14: N#CC1=C(N)Oc2cc(N)ccc2C1c1ccc(F)cc1 (centres undefined)
    1.4% | x | u | -7.9% | 6.1% | 8.0%
26: CCOC(=O)c1cnc2c(cnn2C)c1NCCC#N
    2.5% | -3.2% | 0.5% | -7.1% | -9.2% | -3.6%
28: N#CCC(=O)Nc1ccc(C(=O)NCc2ccccn2)cc1
    -6.8% | 13.5% | 12.5% | -11.4% | 0.0% | 4.2%
